PfG6PD inh – PfG6PD (Plasmodium falciparum) enzyme inhibition | PfGluPho enzyme, NADPH resazurin-diaphorase fluorescence | inhibition, % at 20 µM | 0.78% of 350,000 active | AID 504690;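 active means inhibition reaching at least a set limit at 20 µM in the primary screen, cut at about 59% in these data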;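 further: 0% = DMSO wells with substrate and 100% = DMSO wells lacking glucose-6-phosphate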
SENP7 inh – SENP7 protease inhibition. recombinant SENP7, Z-RLRGG-aminoluciferin luminescence, 40 min. AID 434973. 1.5% of 330,000 active. inhibition, % at 5 µM. Q9BQF6;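 active means inhibition above about 50% at the single test dose, limit read from the data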;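 further: plate controls were DMSO with enzyme for no effect and no enzyme buffer wells for full effect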
SENP6 block – inhibitors of human SENP6 protease. Q9GZR1. Recombinant SENP6 catalytic domain, aminoluciferin luminescence. inhibition, % at 10 µM. 1.8% of 330,000 active;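 active means inhibition above about 50% at the single tested dose, limit read from the data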;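 further: plate controls were DMSO wells with enzyme for no effect and DMSO wells lacking enzyme for full effect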
SENP8 block-1 – blocks the human protease SENP8 | Q96LD8 | purified SENP8, Z-RLRGG-aminoluciferin cleavage, luminescence | inhibition, % at 10 µM | 1.2% of 330,000 active | AID 2540; in the data active means inhibition above about 50%
SENP8 block-2 – SENP8 (human) protease inhibition. Q96LD8. recombinant SENP8, Nedd8 substrate fluorescence. inhibition, % at 20 µM. 0.64% of 360,000 active. AID 602440; in the data active means inhibition mostly above about 40%, no sharp cut-off; inactive means mostly below about 27%
Apaf1 inhib – human Apaf-1 inhibition; O14727; reconstituted apoptosome caspase-3 activity, DEVD-Rh110 fluorescence; inhibition, % at 20 µM; 0.71% of 330,000 active; AID 489030; active means inhibition of at least 40% at 20 µM;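 further: plate controls were DMSO wells for no effect and DEVD-CHO caspase inhibitor wells for full effect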
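Assay system: Apoptosome proteins | Medium: pH 7.5 Hepes buffer with CHAPS, BSA, DTT | Also added: Cytochrome c and DEVD-Rh110 substrate | Times: 30 min plus 50 min, RT | Detection: Rhodamine 110 fluorescence at Ex 480/Em 540 nm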
SENP1 FRET inh – inhibitors of human SENP1 SUMO protease catalytic domain. recombinant SENP1 catalytic domain, CyPet-SUMO1-YPet FRET cleavage. AID 624204. 0.21% of 360,000 active. Q9P0U3. inhibition, % at 10 µM;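 active means inhibition at least 30% at 10 µM, raw YFP signal under a set limit, fluorescence ratio 0.5 to 1.5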;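 further: 0% = enzyme with DMSO and 100% = no enzyme wells; some results filed as inactive read as strong as hits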
Target sequence (Q9P0U3 419-644 limits assumed): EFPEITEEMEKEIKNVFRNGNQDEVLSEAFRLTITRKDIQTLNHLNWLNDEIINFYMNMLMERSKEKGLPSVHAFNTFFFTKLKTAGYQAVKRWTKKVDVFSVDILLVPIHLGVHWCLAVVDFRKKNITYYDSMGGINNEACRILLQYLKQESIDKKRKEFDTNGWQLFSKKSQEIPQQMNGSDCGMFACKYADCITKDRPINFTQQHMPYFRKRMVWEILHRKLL
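Material – human SENP1 catalytic domain · Input – SENP1 enzyme, 20 pM final · Compound dosing – single concentration of 10 µM compound, 0.5% DMSO final · Timing – enzyme reaction for 50 min at room temperature, dark · Measured by – FRET fluorescence in CFP and YFP emission channels · Control set – no-enzyme wells low, DMSO-plus-enzyme wells high control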
HKDC1 inhibitor – inhibitors of human hexokinase HKDC1 | Q2TB90 | recombinant HKDC1, G6PDH/diaphorase resazurin coupled fluorescence | inhibition, % at 20 µM | 0.16% of 340,000 active;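 active means inhibition above about 35% when tested at 20 µM, limit read from the data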;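 further: plate controls were DMSO wells with enzyme for no effect and DMSO wells lacking enzyme for full effect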
Target sequence (Q2TB90 whole entry, looked up): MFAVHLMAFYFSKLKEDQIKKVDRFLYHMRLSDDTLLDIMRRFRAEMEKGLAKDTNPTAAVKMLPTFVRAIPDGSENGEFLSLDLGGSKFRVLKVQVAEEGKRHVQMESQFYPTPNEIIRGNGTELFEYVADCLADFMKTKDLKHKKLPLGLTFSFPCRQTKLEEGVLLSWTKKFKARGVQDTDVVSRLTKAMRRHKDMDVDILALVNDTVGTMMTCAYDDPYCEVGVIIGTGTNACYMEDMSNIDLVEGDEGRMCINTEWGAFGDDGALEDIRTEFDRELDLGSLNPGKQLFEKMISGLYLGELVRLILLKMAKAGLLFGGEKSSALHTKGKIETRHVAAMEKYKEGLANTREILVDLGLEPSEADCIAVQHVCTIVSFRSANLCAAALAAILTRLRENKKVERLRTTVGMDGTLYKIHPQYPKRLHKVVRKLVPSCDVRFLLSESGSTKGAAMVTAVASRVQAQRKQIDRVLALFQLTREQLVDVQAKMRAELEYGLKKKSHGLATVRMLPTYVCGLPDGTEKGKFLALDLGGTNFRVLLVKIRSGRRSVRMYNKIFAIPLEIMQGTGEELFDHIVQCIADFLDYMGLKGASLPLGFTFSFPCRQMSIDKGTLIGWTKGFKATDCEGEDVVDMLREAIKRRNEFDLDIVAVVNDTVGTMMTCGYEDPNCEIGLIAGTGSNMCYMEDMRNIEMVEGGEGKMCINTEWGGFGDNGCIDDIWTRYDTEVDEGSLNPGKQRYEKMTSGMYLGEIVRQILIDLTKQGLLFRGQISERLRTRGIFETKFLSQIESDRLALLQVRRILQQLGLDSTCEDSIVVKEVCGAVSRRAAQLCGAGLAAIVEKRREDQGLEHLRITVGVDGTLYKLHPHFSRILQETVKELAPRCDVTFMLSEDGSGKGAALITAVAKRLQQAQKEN
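System: Recombinant HKDC1 hexokinase | Amount: HKDC1 at 5 µg/mL | Reagent: Glucose with 1 mM ATP | Doses: Single 20 µM dose | Incubation: Reaction time 90 min, room temperature, protected from light | Signal: Coupled resazurin fluorescence, excitation 525 nm, emission 613 nm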
Starred values were filed as active, the others as inactive; & = joins results of further samples.

Results follow in this order: SENP1 FRET inh, HKDC1 inhibitor, SENP8 block-2, PfG6PD inh, SENP7 inh, SENP8 block-1, Apaf1 inhib, SENP6 block
- Cc1ccc(S(=O)(=O)N(C(=O)c2ccncc2)c2ccc(OC(=O)c3ccncc3)cc2)c(C)c1
→ -0.1, 3.9, 14.0, -5.6, 1.9, -3.8, -0.7, 3.0
- COc1cccc(OCC(O)CN2CCN(c3ccccc3)CC2)c1 (stereo not drawn)
→ 0.2&1.6, -1.6&-6.5, 16.6&10.2, -2.8&-8.7, 2.8, -1.2, 0.7, -8.0
- O=C(CNS(=O)(=O)c1cccc(C(F)(F)F)c1)NC1CCCCCC1
→ 1.2, -6.1, -2.1, -8.2, 4.5, -3.7, 12.4, 4.5
- O=C(CCc1ccc(S(=O)(=O)NCc2ccccc2)cc1)NCc1ccc2c(c1)OCO2
→ -1.3, -8.6, 19.1, 4.0, -2.2, 1.2, -2.6, -27.0
- COCCn1c(C)cc(C(=O)COC(=O)c2cc3c(s2)CCC3)c1C
→ -25.5, 5.2, -121.5, 9.8, -8.0, 0.6, 17.4, -17.2
- COc1ccc2c(c1)CC/C2=N\NC(=O)c1ccccc1
→ -2.9, 4.0, 3.3, 2.3, -13.1, -13.1, 2.4, 1.3
- CCCCC(=O)Nc1cc(C)c(NC(=O)c2ccco2)cn1
→ 1.0, -5.7, 7.5, 25.9, 8.6, -16.6, -22.5, -7.0
- CNC(=O)/C=C/c1cccc(C(F)(F)F)c1
→ 0.4, -7.4, 17.2, 10.2, 5.1, -3.1, 6.0, -4.8
- CCN(CC(=O)Nc1ccc(NC(C)=O)cc1)C(=O)c1cccnc1Sc1ccc(C)c(C)c1
→ -0.3, -4.8, 18.8, -0.4, 1.1, -6.7, -4.5, 10.5
- Cc1cccc(CCNS(=O)(=O)c2cnc[nH]2)c1
→ 1.0, 0.3, 6.2, -5.2, -3.3, 2.8, -46.0, -19.7
- O=C(NCc1ccc2c(c1)OCO2)c1ccc(=O)[nH]c1
→ 2.6, 4.2, 9.1, -8.4, 0.9, 4.5, -13.6, -6.2
- CCN(Cc1ccccc1)C(=O)CSc1nc(C)cc(C)c1C#N
→ 1.1, -0.9, 5.4, -0.2, 2.9, -3.0, 17.2, 3.7
- O=C(NCCCN1CCCC1=O)c1ccc2c(c1)NC(=O)c1ccccc1S2
→ -0.6, -2.6, 3.2, -6.1, 2.5, -4.5, -6.8, 4.5
- COC(=O)Cc1ccc(NC(=S)N2CCCC(C)C2)cc1 (stereo not drawn)
→ 1.4, -8.4, 7.2, -2.6, 4.7, 0.4, 0.8, -6.4
- CCCCCc1nnc(NC(=O)c2ccc(=O)n(C)n2)s1
→ 1.3, 0.8, 1.5, -5.4, 1.2, 0.1, -4.9, 26.7
- O=C(CN1C(=O)NC2(CCc3ccccc32)C1=O)Nc1cccc(Cl)c1 (stereo not drawn)
→ -0.8, 5.9, 5.7, -7.4, 8.0, -1.9, -2.1, 3.1
- COC(=O)Cn1cc(C(=O)C(C)(C)C)c2ccccc21
→ 2.3, -9.6, 1.3, 6.2, -3.6, -7.3, 5.1, -0.3
- CC(C)N(Cc1ccccc1)C(=O)CN1C(=O)NC(Cc2ccccc2)(c2ccccc2)C1=O (stereo not drawn)
→ -44.6, -6.7, -14.7, 12.8, -6.4, 5.5, 27.0, 8.2
- c1ccc2c(CSc3nnc(-c4ccncc4)o3)cccc2c1
→ 1.2, 4.6, 20.8, 10.4, -5.9, 0.6, 25.2, -20.8
- CC(C)Cn1c(SCC(=O)N2CCOCC2)nc2ccccc2c1=O
→ 2.4, -2.6, -3.8, -7.2, -0.7, 7.6, -5.4, -11.5

Fetched one by one from above (3):
Results follow in this order: SENP1 FRET inh, HKDC1 inhibitor, SENP8 block-2, PfG6PD inh, SENP7 inh, SENP8 block-1, Apaf1 inhib, SENP6 block
- COc1cccc(OCC(O)CN2CCN(c3ccccc3)CC2)c1 (stereo not drawn)
→ 0.2&1.6, -1.6&-6.5, 16.6&10.2, -2.8&-8.7, 2.8, -1.2, 0.7, -8.0
- c1ccc2c(CSc3nnc(-c4ccncc4)o3)cccc2c1
→ 1.2, 4.6, 20.8, 10.4, -5.9, 0.6, 25.2, -20.8
- CC(C)Cn1c(SCC(=O)N2CCOCC2)nc2ccccc2c1=O
→ 2.4, -2.6, -3.8, -7.2, -0.7, 7.6, -5.4, -11.5

Following part:
Results follow in this order: SENP1 FRET inh, HKDC1 inhibitor, SENP8 block-2, PfG6PD inh, SENP7 inh, SENP8 block-1, Apaf1 inhib, SENP6 block
- Cc1cc(NC(=O)c2cccnc2Cl)ccc1NC(=O)c1cc2ccccc2o1
→ 1.6, -5.2, 4.3, 6.5, -4.4, -6.5, 2.7, -27.7
- CCOC(=O)c1cc(-c2cccnc2)nn1-c1ccccc1
→ 2.3, -3.6, 6.6, -5.5, 1.8, 3.1, 3.1, 9.2
- CC(=O)N(C)c1ccc(OCC(O)Cn2c3ccc(Cl)cc3c3cc(Cl)ccc32)cc1 (stereo not drawn)
→ 0.8, -0.4, 17.3, 7.0, 5.6, -3.8, 16.8, -18.7
- CCn1c(C)c(C(C)=O)cc(C#N)c1=O
→ 1.4, -15.7, 11.4, -0.4, 79.4*, -5.4, -7.7, 5.0
- COc1ccc(OCc2nnc3n2N=C(c2ccc(Br)cc2)CS3)cc1
→ 3.2, -0.2, -1.8, 18.1, 2.5, -7.7, 25.0, -9.7
- COc1ccccc1NC(=O)c1ccc(SCC(=O)NCc2ccccc2Cl)c([N+](=O)[O-])c1
→ -0.2, -4.2, 15.4, -12.9, -4.9, -2.1, -2.5, -18.0
- CCOC(=O)CNC(=O)C1CCN(S(=O)(=O)c2ccc(-c3nn[nH]n3)cc2)CC1
→ 0.5, 0.6, 8.2, -15.5, 3.0, -3.4, -0.6, 15.5
- COc1cccc(NC(=O)c2ccc(NC(=O)C(C)(C)C)cc2)c1
→ 0.9, -11.4, 26.6, -5.4, 71.9*, 37.2, 3.7, 73.2*
- Cc1cccc(N2C(=O)c3cccc(Oc4ccc(Cl)cc4)c3C2=O)c1
→ -0.1, 18.1, 6.6, 8.5, 7.6, -1.3, 15.7, -3.5
- CC1=C(C(=O)OCC2CCCO2)C(c2ccc(C)cc2)C2=C(CCCC2=O)N1 (stereo not drawn)
→ -20.1, -3.1, -465.8, 2.9, 8.7, 0.5, -14.5, -18.7
- CCOC(=O)C(=O)Nc1nnc(SCc2ccc(F)cc2)s1
→ 2.1, -1.0, 9.9, -31.1, -0.3, -0.9, -5.7, -1.6
- Nc1nnc(SCc2ccc(F)cc2)n1-c1ccccc1
→ 0.5, 0.2, 1.1, -4.3, -3.6, -9.5, 9.8, -17.1
- COc1ccc(/C=C/C(=O)OCC(=O)c2c(C)[nH]c3ccccc23)cc1OC
→ 0.8, -11.1, -15.8, 12.1, -0.9, 4.0, 5.8, 3.4
- Cc1ccc(Cn2c(C3CCCN3c3nc(-c4cc(Cl)c(N)c(Cl)c4)cs3)nc3cc(C(=O)NCCCO)ccc32)cc1 (stereo not drawn)
→ -6.0, 4.2, -12.4, 21.7, 0.7, -1.9, -7.1, -7.0
- CC1=NN(C(N)=S)C(=O)C1N=Nc1cccc(Cl)c1C (stereo not drawn)
→ 1.5, -27.2, 14.8, -16.4, 59.2*, 84.5*, -14.7, 93.8*
- CN(Cc1c(C(=O)N/N=C/c2cccs2)nnn1-c1nonc1N)c1ccccc1
→ -1.4, 3.1, 6.3, 27.8, -3.6, -2.4, 12.1, 9.2
- CC(=O)Nc1nc(C)c(-c2csc(Nc3cccc([N+](=O)[O-])c3)n2)s1
→ 5.6, 1.6, 14.3, 19.2, 9.0, 2.2, -4.6, 5.7
- O=C(CCCOc1ccc(Br)cc1)NNC(=O)c1ccncc1
→ 1.1, -0.7, 4.7, -5.6, -1.2, 2.3, -4.5, 1.2
- NC(=O)CC(NC(=O)Cc1ccc(Br)cc1)c1ccc(NCCc2ccc(F)cc2)c([N+](=O)[O-])c1 (stereo not drawn)
→ 7.8, -4.8, 34.2, -10.0, 2.8, -3.7, -4.8, 2.5
- CCOC(=O)C1=C(C)NC(=O)NC1C1CC=CCC1 (stereo not drawn)
→ 0.3, -0.9, 8.5, 1.7, 5.6, 5.8, -3.9, 5.3
- CC(OC(=O)CN1C(=O)c2ccccc2C1=O)C(=O)NC1CCCC1 (stereo not drawn)
→ 0.0, -14.9, 2.9, -2.4, -3.0, 3.8, -1.8, 0.5
- Cc1ccc(S(=O)(=O)c2nc(-c3ccccc3Cl)oc2NCCCN2CCOCC2)cc1
→ 0.9, 0.8, -234.5, 6.7, 3.6, -8.3, 27.3, -3.9
- COc1cc(OC)cc(-c2oc3cccnc3c2C#CCCO)c1
→ -9.8, 3.5, -481.2, 5.9, -2.5, 6.1, 11.7, -9.8
- O=C(NCCN1CCOCC1)/C(=C/c1ccc(F)cc1)NC(=O)c1ccccc1
→ -0.6, -8.6, 11.4, 4.7, -8.0, -2.7, 7.2, -17.7
- CCOc1ccc(-c2nnc3sc(COc4ccc(C)cc4)nn23)cc1
→ 4.3, 0.1, 13.5, 14.7, 6.9, -2.5, -1.4, -2.4
- O=C(c1ccc(OCC2CCCO2)cc1)N1CCN(c2ccccc2)CC1 (stereo not drawn)
→ 0.8, -7.6, 15.2, 9.0, -14.3, -6.2, 8.0, -6.2
- COc1cccc(C2Nc3ccccc3C(=O)N2c2ccc(F)cc2)c1O (stereo not drawn)
→ 0.3, 3.8, -276.0, 2.0, 14.6, 14.8, 3.9, -2.0
- C[C@H](NC(=O)c1nc[nH]c1C(=O)N[C@@H](Cc1ccccc1)C(=O)OC(C)(C)C)C(=O)OC(C)(C)C
→ 0.1, 4.2, 4.3, 31.3, 8.6, -21.0, 21.4, -15.2
- CCOC(=O)C1=C(N)OC2=C(C(=O)CC(C)C2)C1c1cccnc1 (stereo not drawn)
→ -4.7, -6.8, -161.8, 19.1, 3.7, 0.5, -6.4, 2.0
- O=[N+]([O-])c1cc(Cl)c(Cl)c(Cl)c1Cl
→ -0.4, 1.9, 4.1, -6.1, -6.2, 13.3, -9.1, -8.6
- CC1Cc2ccccc2N1C(=O)Cn1c(=O)cc(O)c2ccccc21 (stereo not drawn)
→ 2.4, 9.6, 11.4, 8.8, 3.0, 6.7, 21.0, 0.4
- Cc1ccc([N+](=O)[O-])cc1NC(=O)CCSc1ccc(Cl)cc1
→ 1.5, -1.7, 27.9, 15.0, -5.5, 4.7, 13.3, -23.3
- Nc1cc(=O)[nH]c(SCC(=O)Nc2ccc(Br)cc2)n1
→ -0.2, 8.9, 16.8, -7.1, -5.7, -5.3, 7.3, -8.9
- O=S(=O)(/C=C/c1ccccc1)N1CCN(c2ccccc2)CC1
→ 4.3, -3.6, 15.3, -7.5, 13.2, -1.9, 2.8, -16.7
- Nc1ncnc2nc(SCCC(=O)O)[nH]c12
→ -1.0, 0.4, -7.2, -2.1, -6.4, 7.9, -36.6, -12.3
- CSc1nc2nc3c(cn2n1)C(=O)CC(c1ccccc1)C3 (stereo not drawn)
→ 53.5, 0.6, -3.8, -1.5, -12.8, -0.2, 10.1, 4.3
- CCSc1nnc(NC(=O)CCN2C(=O)C3CCCCC3C2=O)s1 (stereo not drawn)
→ 0.2, -3.7, 7.1, -7.9, -1.5, -7.9, -4.6, -6.9
- CCN1CCN(C(=O)CNC(=O)c2nn(-c3ccc(OC)cc3)c(=O)c3ccccc23)CC1
→ 3.1, -4.5, -87.9, -4.5, 4.4, -0.8, 1.5, -33.3
- O=[N+]([O-])c1cccc(-c2csc(Nc3ccccc3)n2)c1
→ 6.2, -4.1, 13.9, 13.8, 0.5, 3.5, 8.4, 19.6
- O=C(CCCSc1nc(-c2ccco2)cc(C(F)(F)F)n1)NCC1CCCO1 (stereo not drawn)
→ -9.0, -6.0, -36.6, -16.2, 6.1, -1.7, -2.2, -10.6
